# Screening data from PubChem.
# STEP block = STEP phosphatase inhibitors, primary screen, biochemical, fluorescence intensity, uHTS; Tyrosine-protein phosphatase non-receptor type 5 (Homo sapiens), P54829; recombinant STEP, OMFP fluorogenic substrate; inhibition, % at 20 µM; hit rate 0.25% among 360,000;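 active = inhibition at 20 µM, scaled per plate between control wells, above about 37%, limit read from the data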;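 also: 0% = DMSO with enzyme and substrate and 100% = substrate only without enzyme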
#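 System: STEP phosphatase, cell-free reaction; Buffer or medium: Bis-Tris pH 6.0 buffer with DTT, detergent; Incubation: 20 min at room temperature, dark; Measured by: fluorescence, 480/540 nm.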
# Rpn11 inh = Rpn11 (PSMD14) deubiquitinase inhibitors, primary screen, biochemical, fluorescence polarization, uHTS. hit rate 0.59% among 360,000. human 26S proteasome, Ub4-pepOG fluorescence polarization; 20S core pre-blocked with epoxomicin. calls only at 20 µM. 26S proteasome non-ATPase regulatory subunit 14 (Homo sapiens), O00487. AID 588493, 2011;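 active = inhibition at 20 µM, scaled to each plate's controls, above about 33%, limit read from the data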
# DNMT1 inh = human DNMT1 methyltransferase inhibitors, primary screen, biochemical, molecular beacon, fluorescence, HinP1I cleavage, uHTS; inhibition (reported as % activation of signal), % at 10 µM; hit rate 0.83% among 360,000; DNA (cytosine-5)-methyltransferase 1 (Homo sapiens), P26358; in the data active = inhibition above about 50%
# Rin1-Abl PPI inh = inhibitors of Rin1-Abl protein binding, primary screen, biochemical, TR-FRET; Tyrosine-protein kinase ABL1 (Homo sapiens) + Ras and Rab interactor 1 (Homo sapiens), …; inhibition, % at 7.35 µM; hit rate 0.4% among 360,000; AID 588664, 2011; in the data active = inhibition above about 5%, passing the limit was not always enough
# Scp1 inh = Scp-1 phosphatase inhibitors, primary screen, biochemical, colorimetric, uHTS | Carboxy-terminal domain RNA polymerase II polypeptide A small phosphatase 1 (Homo … | Recombinant Scp1, phosphopeptide, malachite green phosphate absorbance | inhibition, % at 20 µM | hit rate 0.88% among 340,000;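 active = inhibition above about 50% at 20 µM, limit read from the data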;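 also: plate controls were DMSO wells with enzyme for no effect and wells lacking enzyme for full effect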
#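 Times: enzyme reaction 45 min at room temperature, colour 5 min, stabilisation 30 min. Material: SCP-1 catalytic fragment, aa 76-261. Medium: Acidic Tris acetate buffer with magnesium and detergent. Signal: colorimetric free-phosphate detection, absorbance 630 nm. Read-out basis: % inhibition of SCP-1 phosphate liberation. Reagent: Phosphorylated 17-residue peptide substrate.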
# LMPTP block = LMPTP phosphatase inhibitors, primary screen, biochemical, fluorescence intensity, uHTS; recombinant LMPTP-A, OMFP fluorogenic substrate; hit rate 0.22% among 360,000; AID 651560, 2012; Low molecular weight phosphotyrosine protein phosphatase (Homo sapiens), P24666; inhibition, % at 20 µM;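 active = compounds that cut the enzyme signal by at least half of the control window in the single-dose screen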;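 also: plate controls were DMSO wells with enzyme plus substrate for no effect and substrate without enzyme for full effect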
#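 Test system – LMPTP-A enzyme · Amount – LMPTP-A at 0.625 nM final in the reaction · Buffer or medium – Bis-Tris pH 6.0, DTT, detergent · Reagent – OMFP 400 µM · Doses – single 20 µM dose · Schedule – reaction 50 min, room temperature, dark · Detection – fluorescence intensity of OMFP turnover product · Evaluation – percent inhibition versus substrate-only and uninhibited controls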
# Neddyl block = inhibitors of cullin neddylation, primary screen, biochemical, TR-FRET, uHTS, NAE and Ubc12; NEDD8-conjugating enzyme Ubc12 (Homo sapiens) + NEDD8-activating enzyme E1 regulatory …; calls only at 25 µM; hit rate 0.58% among 360,000; AID 651699, 2012; in the data active = inhibition above about 36%
# Target sequence (P61081 whole entry, looked up): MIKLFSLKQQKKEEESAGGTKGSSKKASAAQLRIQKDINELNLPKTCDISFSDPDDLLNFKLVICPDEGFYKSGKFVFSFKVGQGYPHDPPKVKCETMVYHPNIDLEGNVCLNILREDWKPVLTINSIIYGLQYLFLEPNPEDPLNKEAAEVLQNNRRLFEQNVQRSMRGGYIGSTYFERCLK
# Target sequence (Q13564 whole entry, looked up): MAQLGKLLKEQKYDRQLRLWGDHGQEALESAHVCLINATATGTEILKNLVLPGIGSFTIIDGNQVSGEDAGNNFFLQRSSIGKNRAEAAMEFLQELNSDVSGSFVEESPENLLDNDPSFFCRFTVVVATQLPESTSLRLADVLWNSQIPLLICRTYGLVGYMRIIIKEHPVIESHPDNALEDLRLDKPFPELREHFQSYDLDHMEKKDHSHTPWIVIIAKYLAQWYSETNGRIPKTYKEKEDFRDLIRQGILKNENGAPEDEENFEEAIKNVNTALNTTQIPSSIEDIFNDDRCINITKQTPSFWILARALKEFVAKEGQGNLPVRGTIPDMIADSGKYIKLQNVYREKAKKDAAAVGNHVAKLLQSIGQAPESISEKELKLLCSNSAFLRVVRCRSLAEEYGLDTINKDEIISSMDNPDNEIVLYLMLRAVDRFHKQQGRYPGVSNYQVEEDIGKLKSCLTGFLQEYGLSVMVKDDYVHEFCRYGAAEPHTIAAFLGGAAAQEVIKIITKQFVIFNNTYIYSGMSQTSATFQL
# CSN inh = inhibitors of CSN-mediated cullin deneddylation, primary screen, biochemical, fluorescence polarization, uHTS. COP9 signalosome complex subunit 5 (Homo sapiens), Q92905. Purified CSN, SCF-Nedd8-OG deneddylation. inhibition, % at 12.5 µM. hit rate 0.38% among 360,000. AID 651999, 2013;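 active = pattern-corrected inhibition above about 35%, with an unprinted fluorescence ratio check between 0.5 and 1.5, limit read from the data, passing the limit was not always enough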;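 also: 0% = enzyme with substrate and 100% = substrate without enzyme; some results filed as inactive read as strong as hits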
# Target sequence (Q92905 whole entry, looked up, one chain of several): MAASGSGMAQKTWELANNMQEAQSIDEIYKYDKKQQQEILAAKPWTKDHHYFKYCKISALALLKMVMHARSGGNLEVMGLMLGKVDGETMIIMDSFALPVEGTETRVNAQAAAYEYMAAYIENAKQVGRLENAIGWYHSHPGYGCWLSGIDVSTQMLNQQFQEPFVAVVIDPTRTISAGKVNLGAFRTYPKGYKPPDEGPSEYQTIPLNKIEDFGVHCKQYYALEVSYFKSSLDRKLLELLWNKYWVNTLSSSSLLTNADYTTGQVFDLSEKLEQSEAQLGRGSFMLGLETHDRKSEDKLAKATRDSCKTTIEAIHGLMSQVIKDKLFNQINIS
#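 Material: human Csn5 produced in HEK293T cells; Input: enzyme 0.24 nM; Reagent: SCFSkp2-Nedd8OG substrate at 10 nM final; Dosing: 12.5 µM compound; Incubation: 90 min reaction at room temperature; Detection: fluorescence polarization of the substrate; Evaluation: % inhibition of substrate cleavage by Csn5; Control set: substrate-only high control, full reaction low control.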
# SUMO1 PPI mod = modulators of SUMO1 protein-protein interactions, primary screen, biochemical, uHTS. Small ubiquitin-related modifier 1 (Homo sapiens), P63165. SUMO1 binding to a labelled peptide, TR-FRET, 1 h. inhibition, % at 20 µM. hit rate 0.33% among 360,000. AID 602429, 2012; in the data active = inhibition above about 37%
# NadD inh = inhibitors of S. aureus NadD, primary screen, biochemical, colorimetric, uHTS | Nicotinate-nucleotide adenylyltransferase NadD (Staphylococcus aureus N315) | purified NadD enzyme, colorimetric absorbance read-out | inhibition, % at 20 µM | hit rate 0.78% among 360,000 | AID 602399, 2012; in the data active = inhibition above about 26%; also: some compounds past the cut are filed as inactive
# An asterisk follows results filed as active; i = inactive; / = no result given; & = joins results of further samples.
SMILES,STEP block,Rpn11 inh,DNMT1 inh,Rin1-Abl PPI inh,Scp1 inh,LMPTP block,Neddyl block,CSN inh,SUMO1 PPI mod,NadD inh
COc1cc2c(cc1OC)C(c1ccc(Br)cc1)CC(=O)N2 (configuration not stated),-2.9,i,-0.6,-0.8,-7.3,-1.2,i,0.1,6.0,-9.3
C=CCNS(=O)(=O)c1ccc2c(c1)n(C)c(=O)n2C,4.2,i,1.1,2.4,-3.1,-0.3,i,-1.9,1.6,0.9
Cc1oc(-c2ccc(Cl)cc2)nc1CN1CCCC(C(=O)NCCCN2CCCC2=O)C1 (configuration not stated),-2.4,i,-0.7,-4.7,18.5,0.3,i,3.6,3.3,-3.5
O=C(c1ccc([N+](=O)[O-])cc1)N1CCCC1,2.3,i,1.2,-3.0,-13.9,0.9,i,0.0,-18.5,-0.7
CC1(C)CC(Cc2ccc(Cl)nc2)N(C(=O)OC(C)(C)C)C1 (configuration not stated),1.4,i,7.4,1.6,/,0.1,i,3.2,-3.7,0.1
COC(=O)c1ccccc1NC(=O)CC#N,-1.7,i,0.5,0.8,1.1,-1.3,i,-3.4,22.5,-1.1
c1ccc(CNc2nnnn2-c2ccccc2)cc1,-0.4,i,-0.4,0.1,-2.2,1.0,i,1.7,-0.6,2.3
O=C(N/N=C/C(Cl)=C/c1ccccc1)c1cnccn1,1.4,i,-0.3,-6.2,0.2,-0.4,i,-0.6,-2.2,2.5
COc1ccc(-c2c([C@H]3[C@@H]4C=CCC[C@@]4(C)C(=O)N3Cc3ccccc3)ccc3ccccc23)cc1OC,2.5,i,-8.2,2.1,-8.7,8.0,i,0.0,5.6,12.3
CCN(CC(=O)Nc1ccc(NC(C)=O)cc1)C(=O)Cc1coc2cc(C)c(C)cc12,-2.2,i,1.1,-0.1,-5.8,0.5,i,-3.9,1.1,-1.8
O=C(Nc1ccc(F)cc1)c1cnc(-c2ccccc2)nc1-c1ccccc1,0.9,i,-2.4,-6.5,-7.0,0.4,i,-1.9,3.6,-1.5
CC(C)(C)c1ccc(OCCC(=O)NCC(c2cccs2)N2CCOCC2)cc1 (configuration not stated),-1.6,i,6.8,0.9,-7.6,0.6,i,-1.9,2.3,-7.0
CC1(C)CC(=O)C=C(c2ccc(-c3ccc(OC(F)(F)F)cc3)cc2)C1=O,4.5,i,8.1,4.8,/,0.5,i,0.4,-12.7,14.0
COc1ccc(C2=CC3=C(Br)C(=O)C(C)(OC(=O)C4CCCC4)C(=O)C3=CO2)cc1 (configuration not stated),1.0,i,8.7,1.3,4.4,0.3,i,12.4,55.6*,7.6
Cn1c(SCC(=O)NCc2ccco2)nnc1C1CCCC1,0.3,i,1.4,-1.9,-1.8,-0.1,i,-0.8,-2.4,-3.7
CCN1C=C(Cc2ccc(OC)cc2)C2=C(C1)C(c1ccc(OC)cc1)C(C#N)=C(N)O2 (configuration not stated),4.0,i,-13.3,1.2,-7.6,1.9,i,11.0,-8.2,4.2
CCNc1nc(NCC)n2c(SCC(=O)Nc3ccc(NC(C)=O)cc3)nnc2n1,-1.0,i,31.2,-1.2,46.0,1.2,i,1.3,5.9,3.0
COc1cc(C(O)c2nc(-c3ccncc3)cs2)ccc1F (configuration not stated),1.0,i,2.6,-3.9,/,-1.7,i,-0.4,-0.6,-6.8
CCOC(=O)N1CCN(S(=O)(=O)N2CCCC(C(=O)NCCc3ccc(OC)c(OC)c3)C2)CC1 (configuration not stated),0.9,i,1.4,-2.9,-8.2,-0.1,i,0.6,3.0,1.9
COc1cccc(C(=O)Nc2ccc(NC(=O)C3CC3)cn2)c1,1.7,i,2.8,1.3,0.5,-0.2,i,-0.5,-1.4,-5.5
COc1ccc(C2NC(=O)c3sc4nc(C)c(C(C)=O)c(-c5ccc(Cl)cc5)c4c3N2)cc1 (configuration not stated),-2.9,i,10.8,2.8,-0.4,-0.4,i,1.8,13.1,21.3
CCCCOc1ccc(NC2=NC3(CCCCC3)N=C(N)N2)cc1,3.1,i,-4.3,7.5,-2.5,-2.7,i,3.7,-1.8,-9.6
COc1ccc(OC)c(/C=N/c2c(-c3ccc(O)c(OC)c3)nc3ccccn23)c1,-2.8,i,-2.9,2.7,-6.7,-2.1,i,3.1,0.9,2.3
CCc1ccc(-c2cc(C(=O)NN3CCN(C)CC3)c3ccccc3n2)cc1,-4.3,i,-4.0,-4.2,-13.8,-4.4,i,-4.5,-6.5,-9.3
O=C(O)CCC(=O)N1N=C(c2c(-c3ccccc3)c3cc(Cl)ccc3[nH]c2=O)CC1c1ccco1 (configuration not stated),-4.3,i,2.2,0.7,-10.5,-1.1,i,-4.8,3.5,16.3

# Sorted by SMILES length (highest first): part of the list above.
SMILES,STEP block,Rpn11 inh,DNMT1 inh,Rin1-Abl PPI inh,Scp1 inh,LMPTP block,Neddyl block,CSN inh,SUMO1 PPI mod,NadD inh
CCN1C=C(Cc2ccc(OC)cc2)C2=C(C1)C(c1ccc(OC)cc1)C(C#N)=C(N)O2 (configuration not stated),4.0,i,-13.3,1.2,-7.6,1.9,i,11.0,-8.2,4.2
CC1(C)CC(=O)C=C(c2ccc(-c3ccc(OC(F)(F)F)cc3)cc2)C1=O,4.5,i,8.1,4.8,/,0.5,i,0.4,-12.7,14.0
COC(=O)c1ccccc1NC(=O)CC#N,-1.7,i,0.5,0.8,1.1,-1.3,i,-3.4,22.5,-1.1

# Later entries:
SMILES,STEP block,Rpn11 inh,DNMT1 inh,Rin1-Abl PPI inh,Scp1 inh,LMPTP block,Neddyl block,CSN inh,SUMO1 PPI mod,NadD inh
Cc1cccc2c1NC(=O)C2=Nc1ccc(Cl)cc1,2.3,i,0.1,-7.8,0.3,-0.5,i,4.7,-22.8,-0.3
FC(F)(F)c1cc(-c2ccccc2)nc(N2CCOCC2)n1,2.0,i,0.1,-3.4,-4.9,1.1,i,3.1,0.7,-2.2
CC(C)N1CCN(S(=O)(=O)c2ccccc2)c2ccccc21,3.1,i,1.1,-0.9,-5.0,0.5,i,-3.0,2.9,3.3
O=C(NCc1n[nH]c(=S)n1-c1ccc(Br)cc1)c1ccc(S(=O)(=O)N2CCOCC2)cc1,-3.6,i,1.4,-1.8,6.5,-0.4,i,1.5,-0.9,0.0
Cc1ccc(OCCCC(=O)NNC(=O)c2ccccn2)cc1,-2.1,i,-37.4,2.4,-5.4,0.7,i,6.4,0.5,2.2
CCc1ccc(S(=O)(=O)c2nnn3c2nc(NCCNC(C)=O)c2ccccc23)cc1,3.0,i,-1.7,3.1,0.7,0.2,/,3.5,17.3,-0.7
CCn1c(C)c(C(C)=O)c(NCc2ccccc2)nc1=S,21.0,i,8.7,-2.7,-4.0,23.8,i,1.7,-19.9,1.9
O=C(NCCOc1ccc(F)cc1)C1CCC(=O)N(CCc2ccccn2)C1 (configuration not stated),2.0,i,-8.8,0.6,-4.8,-0.2,i,-0.3,0.4,1.6
CCc1ccc2c(COC(=O)C3CSC4(C)CCC(=O)N34)cc(=O)oc2c1 (configuration not stated),1.4,i,3.1,-0.6,-4.3,-0.6,i,0.9,-0.5,-6.0
O=C(CSc1ncn[nH]1)N/N=C/c1ccc(Br)cc1,-3.9,i,0.3,-0.5,-13.3,-2.0,i,2.0,-13.1,-5.8
COc1ccc(CCN(Cc2cc3cc(C)c(C)cc3nc2Cl)C(=O)C2CC2)cc1,3.6,i,-4.9,-10.3,-5.5,5.4,i,1.0,-1.1,-0.9
COC(=O)Nc1cc([N+](=O)[O-])ccc1OC,-1.1,i,0.4,-2.5,-2.7,0.0,i,-13.3,-14.4,-2.0
CCOC(=O)NC(Nc1cc(C)on1)(C(F)(F)F)C(F)(F)F,-3.4,i,3.2,0.0,-3.1,-2.9,i,3.9,2.2,6.8
COc1ccc(-c2nnc3ccc(SC(C(C)=O)C(C)=O)nn23)cc1OC,1.7,i,3.4,-2.1,-7.2,0.6,i,2.3,-1.6,-5.1
CCOc1ccc2oc(C(=O)N(C)CCc3ccc(OC)c(OC)c3)c(C)c2c1,-1.6,i,-3.6,3.5,-8.1,-0.1,i,-0.9,5.7,1.8
Cc1c(C(=O)N2CCN(c3ccccn3)CC2)oc2c(F)cccc12,0.0,i,3.8,-1.6,-7.7,1.0,i,-1.1,2.9,-0.5
c1cnc(N2CC[N+]3(CCCC3)CC2)nc1,-0.1,i,0.8,-0.9,-2.2,-1.9,i,-1.1,-2.9,3.2
CN(C)/C=N/S(=O)(=O)c1ccc(Cl)c(Cl)c1,2.1,i,-3.1,0.1,-13.3,-0.2,i,1.1,1.3,-0.9
COC(=O)[C@@]1(C)[C@H]2C(=O)N(C)C(=O)[C@H]2[C@H]2CN=C(SC)N21,1.6,i,4.3,-1.1,-4.0,0.2,i,2.5,2.9,1.8
O=C(NCCN1CCC(n2c(=O)[nH]c3ccccc32)CC1)c1ccccc1,/,/,/,/,/,9.6,i,-1.0,16.2,1.4
CCN(CC)CCNC(=O)C1CCCCN1S(=O)(=O)c1cccc([N+](=O)[O-])c1 (configuration not stated),3.4,i,-1.1,1.2,-2.6,-0.6,i,-2.9,-19.1,-2.1
CC(C)NC(=O)c1ccc(COCC(F)(F)C(F)F)cc1,1.3,i,-0.4,0.5,-0.1,-0.5,i,-4.0,-0.4,3.9
C/C(=N\NC(=O)c1ccc([N+](=O)[O-])c(C)c1)c1ccccc1Cl,-3.7,i,-1.7,-0.7,-5.2,-1.2,i,-5.5,-12.1,3.3
COc1ccccc1CNC(=O)Cn1nnnc1CN(C)C(C)C,-2.6,i,2.6,-1.4,5.2,-0.3,i,0.8,-0.9,4.2
O=C(O)c1ccc(S(=O)(=O)NC2CCCc3ccccc32)cc1 (configuration not stated),6.5,i,-1.7,0.6,-10.9,-2.7,i,0.1,3.3,3.6
N#Cc1ccc(N=c2ssnc2Cl)cc1,11.1&15.1,i,2.5&-1.3,0.4&1.9,-14.5&-0.7,8.5&42.9,i,0.2&-4.5,-1.2&-2.9,19.8&28.0
Cc1ccc(C(=O)O)cc1NCc1ccncc1,4.9,i,-4.6,3.9,-2.2,3.2,i,4.5,-0.4,-5.8
